Source: PubChem (several laboratories)
Myeloid diff 2 = myeloid differentiation induction; 1% of 360,000 active; ER-HoxA9 myeloid progenitors, lysozyme-GFP differentiation, flow cytometry; calls only at 10 µM; AID 624256;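 active = normalized GFP-positive differentiation at or above the plate's own cutoff, the solvent-only control mean plus 3 SD; inconclusive = no clear call, values can overlap the other calls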;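 also: cells exposed to compound for four days before flow analysis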
Hep lipid drop = modulators of hepatic lipid droplet formation. AML12 mouse hepatocytes, oleate lipid droplets, BODIPY imaging. inhibition, % at 6.5 µM. 0.4% of 240,000 active. AID 1656;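 active = lipid droplet intensity inhibited by at least 50%, with more than 500 cells counted; inconclusive = wells with under 300 cells, treated as cytotoxic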
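Material: mouse AML12 hepatocyte cell line, fixed after treatment; Timing: compound with oleate, overnight; Technique: high-content imaging of BODIPY-stained droplets and DAPI nuclei; Probe or stimulus: oleate, 100 µM final; Dosing: compound at 6.5 µM only.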
b-catenin transl = modulators of beta-catenin nuclear translocation. nuclear translocation activity, % at 5 µM. AID 1665. HeLa beta-catenin nuclear translocation, immunofluorescence imaging. 0.3% of 190,000 active;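 active = nuclear translocation activity above 50% at 5 µM, with a well cell count of 50 or more; inconclusive = wells under 50 cells across six images, flagged as toxic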;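 also: per-cell ratio of nuclear to cytoplasmic median beta-catenin stain intensity; plate controls were DMSO negative control for no effect and GSK-3 inhibitor IX positive control for full effect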
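Read-out: Nuclear/cytoplasmic beta-catenin signal ratio, % activation | Assay system: Human HeLa cell line | Times: 24 h compound exposure at 37°C, 5% CO2 | Signal: Fluorescence imaging of beta-catenin antibody stain plus DAPI | Dosing: 5 µM primary, 0.02–20 µM confirmation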
MT stabilize HCS = stabilizes microtubules in HeLa cells | AID 2205 | % tubulin-high responders, % at 10 µM | HeLa tubulin immunostaining HCS, 24 h; share of cells brighter than vehicle mean+2SD | 0.83% of 200,000 active;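 active = plate Z-score above 3 for both tubulin-high and condensed-nucleus cell shares, with cell loss under 80%, at 10 µM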;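 also: anti alpha tubulin signal scored within the nucleus-defined area of each cell; some results filed as inactive read as strong as hits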
Autophagy mod = alters autophagy in cells. MEF GFP-LC3 puncta imaging; test concentration mostly 10 µM. calls only at 10 µM (by protocol). 0.98% of 190,000 active. AID 463193;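 active = percentage of spot-positive cells more than 3 SD above its plate mean, without a fluorescence outlier flag or 80% toxicity; inconclusive = no clear call, values can overlap the other calls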;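 also: spot-positive cell cutoff set from DMSO-treated cells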
Insulin prom up = MIN6 insulin promoter up-regulation | MIN6 insulin promoter-GFP reporter, high-content imaging; hits give high values | z-score at 5 µM | 0.3% of 190,000 active | AID 1625;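 active = z-score above 3 at 5 µM with at least 500 cells counted in the well; inconclusive = wells under 500 cells, flagged as cytotoxic or low count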
WT yeast gro inh = growth inhibition of WT yeast, mitochondrial fusion screen | mitochondrial fusion phenotypic screen, WT strain | inhibition, % at 10 µM | 2.1% of 190,000 active; in the data active = inhibition above about 58%; tested in S. cerevisiae
West Nile virus CPE = inhibition of WNV-induced cytopathic effect – cell-based, CPE readout (AID 1621). West Nile virus-infected cells, CPE inhibition; higher % means a stronger effect. one-dose CPE inhibition, % at 10 µM; IC50 in µM for titrated hits. 0.02% of 290,000 active; in the data active = a potency from the dose series; inconclusive = CPE inhibition mostly from about 3.7% at the one dose, without a potency; inactive = the rest, 99 in 100 with CPE inhibition below about 2.2%; also: strong numbers were not always called active
T cell HTS = T cell immune modulators affecting CD8 T cell-vesicle binding | 2C CD8+ T cell-vesicle binding, flow cytometry; hits give low values | calls only at 7 µM | 0.068% of 330,000 active | AID 2052;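 active = response, share of CD8 T cells binding vesicles, and their 90th percentile fluorescence all below set limits, cut at about 80% in these data, passing the limit was not always enough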
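Material: murine 2C transgenic CD8+ T lymphocytes / Also added: QL9-peptide-loaded Drosophila micro-vesicles bearing Ld, ICAM-1 and B7-1 / Schedule: binding step 1.5 h, 37 °C, antibody labelling 20 min, ice / Signal: flow cytometry, PE anti-B7-1 (FL2) versus Alexa647 anti-CD8 (FL8), PFA-fixed / Evaluation: percent CD8+ FL2 mean versus row control / Benchmarks: naked versus QL9-loaded vesicles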
WT yeast gro inh mutant strain = further read-out of WT yeast gro inh, marked with its call; inhibition, %; mitochondrial fusion phenotypic screen, mutant strain inhibition
Insulin prom up cell count = second read-out of Insulin prom up, no call of its own (marks repeat the call); cell count; measured here: cytotoxicity, nuclei count;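 total cells summed across four imaged fields per well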
Hep lipid drop cells 6.5 µM = also measured in Hep lipid drop; calls as there; cell count; measured here: cell count, cytotoxicity flag;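 cells counted across two imaged fields per well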
b-catenin transl cell count 5 µM = further read-out of b-catenin transl, marked with its call; cell count; measured here: cell count, cytotoxicity flag
T cell HTS vesicle-bound % = also measured in T cell HTS; calls as there; double positive events, %; measured here: CD8+ vesicle-bound cell fraction;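 binding gate set so that unloaded-vesicle control wells show 10% double positive cells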
MT stabilize HCS Hoechst-high % = recorded beside MT stabilize HCS, whose call it bears; % Hoechst-high responders; measured here: nuclear condensation Hoechst responders;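 share of cells brighter than vehicle mean plus two SD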
MT stabilize HCS cytotoxicity % = also measured in MT stabilize HCS; calls as there; toxicity, %; measured here: cytotoxicity by cell density;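 0% = mean cell density of plate MIN control wells and 100% = no cells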
Autophagy mod cell loss 18 h = second read-out of Autophagy mod, no call of its own (marks repeat the call); toxicity, %; measured here: cell loss, nuclei count;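 cell loss after 18 h compound exposure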
Myeloid diff 2 GFP+ MAC1+ % = second read-out of Myeloid diff 2, no call of its own (marks repeat the call); GFP+ MAC1+ double positive, %; measured here: differentiation confirmed by MAC1 staining
Active calls of the source: *; i = inactive; ? = inconclusive; · = not tested or not shown.

structure,T cell HTS,MT stabilize HCS,MT stabilize HCS Hoechst-high %,Hep lipid drop,Myeloid diff 2 GFP+ MAC1+ %,b-catenin transl cell count 5 µM,Autophagy mod cell loss 18 h,WT yeast gro inh mutant strain,MT stabilize HCS cytotoxicity %,Insulin prom up cell count,Autophagy mod,b-catenin transl,Hep lipid drop cells 6.5 µM,WT yeast gro inh,T cell HTS vesicle-bound %,West Nile virus CPE,Insulin prom up,Myeloid diff 2
Cc1cc(C)c(C(=O)N2CCCC(CNS(=O)(=O)c3cccs3)C2)o1 (stereo not drawn),i,·,·,-2,1.3,·,·,·,·,·,·,·,717,·,10,0.0%,·,i
COc1ccccc1OCCCCOc1ccccc1C(C)=O,i,1.5,2.1,0,1.9,917,6,-4,6.6,1064,i,-1.2,623,-9,42,-0.3%,-0.52,i
COc1ccc(/C=C/C(=O)NCC(=O)N/N=C/c2cc(Br)ccc2OCc2ccccc2)cc1,i,4.4,3.4,13,0.7,1199,2,-4,4.9,893,i,1.2,804,9,35,0.6%,-0.54,i
Cc1ccc(OCCCC(=O)Nc2nccs2)cc1,i,2.7,2.7,·,0.6,1353,-2,1,3.4,1356,i,-0.4,·,5,22,-0.4%,-0.31,i
COc1ccc(-c2nnn(CC(=O)N(Cc3cccs3)C(C)C(=O)NCCC(C)C)n2)cc1OC (stereo not drawn),i,2.3,2.3,-10,0.8,1242,2,-19,2.4,852,i,-4.9,811,-16,8,-0.4%,-1.8,i
CCOc1cc(C(C(=O)NCC2CCCO2)N(C(=O)Cn2nnc3ccccc32)c2ccc(NC(C)=O)cc2)ccc1O (stereo not drawn),i,·,·,6,0.5,·,·,·,·,·,·,·,831,·,27,-0.4%,·,i
COc1ccccc1OCCC(=O)OCC(=O)Nc1ccc(Br)cc1,i,5.3,1.6,18,0.5,1206,7,-1,5.4,1457,i,0.3,567,3,24,-0.6%,0.04,i
COc1ccc(C2=C(CC(=O)O)C(=O)CC2)cc1,i,2.0,2.8,1,1.2,986,16,-5,6.3,1144,i,2.1,658,7,46,0.6%,-0.21,i
COc1cccc(/C=C(\C#N)c2nc3ccccc3[nH]2)c1OCC(=O)O,i,·,·,-2,0.3,·,·,·,·,·,·,·,851,·,54,0.0%,·,i
O=C(COc1ccccc1Cl)N1CCN(c2ccc([N+](=O)[O-])c(N3CCCCC3)c2)CC1,i,2.4,1.6,·,0.7,1434,48,4,10,846,i,4.2,·,-8,33,0.5%,-0.83,i
O=C(Nc1ccccc1N1CCCC1)c1ccc([N+](=O)[O-])cc1Cl,i,2.8,1.7,-8,0.2,1014,-3,-10,26,1627,i,-1.9,680,-10,40,-0.8%,0.02,i
Cc1noc(/C=C/N(C)C)c1S(=O)(=O)N(C)CC(=O)N1CCc2ccccc21,i,6.0,3.5,0,·,1109,5,19,0.3,1958,i,-0.7,681,11,18,1.2%,-0.03,·
Cc1cc(C)n2c(SCC(=O)Nc3c(C)n(C)n(-c4ccccc4)c3=O)nnc2n1,i,1.3,1.5,5,0.7,1217,-12,-5,5.9,·,i,-0.7,790,-6,20,0.6%,·,i
OCC1(CCc2ccccc2)CCN(Cc2ccc(OC(F)F)cc2)CC1,·,2.9,2.3,-10,0.1,1500,-23,22,6.5,1462,i,0.1,601,7,·,-1.0%,-0.47,i
COc1cccc(-n2nnnc2SCC(=O)Nc2cccc(C)n2)c1,i,2.7,1.9,·,2.8,981,5,-6,12,1096,i,-2.8,·,-11,25,-0.2%,0.52,i
Cc1ccc(NC(=O)CC2SC(=NC3CCCCC3)NC2=O)cc1 (stereo not drawn),i,6.9,2.7,-10,0.5,·,7,-13,5.8,1260,i,·,697,-3,44,-0.4%,0.18,i
COc1cc(OC)c(-c2sc(Nc3ccccc3)n[n+]2-c2ccc(F)cc2)cc1OC,i,·,·,10,0.7,·,·,·,·,·,·,·,857,·,19,0.3%,·,i
CC(C)(C)c1cc(NCc2ccccn2)n2ncc(-c3ccccc3)c2n1,i,·,·,-40,0.3,1362,·,·,·,892,·,-0.2,684,·,26,-1.2%,-0.68,i
O=C1CC(c2ccccc2Cl)=NN(c2ncnc3ccccc23)C1=O,i,4.0,1.7,-4,1.5,1098,3,18,7.1,1305,i,-3.7,630,-17,20,-0.2%,-0.4,i
CC(=O)Nc1ccc(S(=O)(=O)N(Cc2ccccc2)c2ccccn2)cc1,i,·,·,4,0.4,·,·,·,·,·,·,·,812,·,54,-0.7%,·,i

Results in WT yeast gro inh, for some of the entries so far:
Structure	WT yeast gro inh
COc1ccc(/C=C/C(=O)NCC(=O)N/N=C/c2cc(Br)ccc2OCc2ccccc2)cc1	9
Cc1ccc(OCCCC(=O)Nc2nccs2)cc1	5

Continued.
structure,T cell HTS,MT stabilize HCS,MT stabilize HCS Hoechst-high %,Hep lipid drop,Myeloid diff 2 GFP+ MAC1+ %,b-catenin transl cell count 5 µM,Autophagy mod cell loss 18 h,WT yeast gro inh mutant strain,MT stabilize HCS cytotoxicity %,Insulin prom up cell count,Autophagy mod,b-catenin transl,Hep lipid drop cells 6.5 µM,WT yeast gro inh,T cell HTS vesicle-bound %,West Nile virus CPE,Insulin prom up,Myeloid diff 2
CC(C)(C)n1cn[nH]c1=S,i,·,·,2,1.1,1260,·,·,·,·,·,0.9,724,·,36,0.1%,·,i
COC(=O)c1c(-c2ccccc2)csc1NC(=O)c1c(-c2ccccc2)noc1C,i,4.7,1.4,27,0.9,952,21,3,5.3,1253,i,2.9,579,27,50,41µM*,0.41,i
O=C(Nc1ccccc1N1CCCCC1)c1ccc2nccnc2c1,i,3.5,1.4,·,0.2,1040,-2,33,1.0,988,i,-6.1,·,26,28,0.6%,-1.3,i
O=c1[nH]c(C2CCCCC2)nc2ccccc12,i,2.7,3.9,-3,0.3,985,11,2,5.2,1408,i,-0.5,512,-14,44,0.7%,-0.4,i
CCCC(c1nnnn1CCOC)N(Cc1cc2cc(C)c(C)cc2[nH]c1=O)CC1CCCO1 (stereo not drawn),i,2.5,2.2,·,2.0,1276,3,-16,3.3,1516,i,-1.7,·,-11,5,·,0.02,i
O=C(Nc1cccc(C(=O)O)c1)/C(=C\c1ccccc1)NC(=O)c1cccc2ccccc12,i,2.1,1.7,-7,0.1,973,-5,2,4.2,·,i,-0.4,721,-4,34,1.7%,·,i
COc1cc(CNCc2ccco2)ccc1OCc1ccccc1,i,3.7,3.1,·,1.0,803,5,-1,4.2,·,i,-1.5,·,-11,10,-1.0%,?,i
CC(C(=O)NCC1CCCCC1)N1CCc2ccccc2C1 (stereo not drawn),i,3.5,2.8,4,0.3,1032,10,-30,6.7,1452,i,-0.8,696,-5,50,·,0.45,i
Cc1cccc(-c2nc(CS(=O)CC(=O)NC3CCCC3)c(C)o2)c1 (stereo not drawn),·,5.6,2.7,·,2.4,·,-3,3,14,969,i,·,·,-4,·,-0.3%,-0.06,i
Cc1ccc(N/C(N)=N/c2nc(C)cc(N3CCCCC3)n2)c(C)c1,i,4.3,2.7,10,·,959,30,14,6.9,646,i,-3.3,587,17,22,?,-2,·
C=CCOc1c(Br)cc(C2C3=C(CCCC3=O)N(C)C3=C2C(=O)CCC3)cc1OCC,i,3.1,2.1,-10,0.9,496,30,7,1.8,1245,i,2.4,675,15,10,-1.5%,0.49,i
COc1cccc(OC)c1NC(=O)Cc1nn(C)c(=O)c2ccccc12,i,3.9,1.2,·,0.5,1107,12,-22,6.8,1046,i,1.8,·,29,30,0.4%,0.16,i
CN(Cc1c(C(=O)N2CCc3ccccc3C2)nc2ccc(Cl)cn12)C(C1CC1)C1CC1,i,1.9,1.1,-1,0.3,885,-8,7,2.8,1546,i,-0.7,707,-2,29,-1.8%,-0.12,i
Cc1cccc(C)c1NC(=O)C1c2cccc[n+]2CC(=O)N1Cc1ccc2c(c1)OCO2 (stereo not drawn),i,3.5,0.9,2,0.2,1097,26,0,0.0,1221,i,-2.9,703,15,53,0.3%,1.5,i
O=C(CSc1nccc(=O)[nH]1)c1cc2ccccc2o1,i,·,·,-47,0.4,1268,·,·,·,·,·,-0.5,725,·,30,0.0%,·,i
CC1=CC(=O)C(C(C)C)=C/C1=N\OC(=O)c1cccc2nc(C)oc12,i,5.2,2.8,4,0.9,1083,6,5,3.4,1450,i,-1.5,661,5,26,-1.7%,-0.07,i
C/C(N)=C(/C#N)C(=O)COC(=O)c1cccc(C)c1O,i,·,·,-2,0.5,1107,·,·,·,1410,·,-1.8,674,·,49,-0.3%,-0.65,i
O=C(O)c1ccccc1-c1ccccc1C(=O)Nc1nc2ccccc2s1,i,·,·,-40,0.9,1320,·,·,·,1377,·,0.3,702,·,39,-0.2%,-0.46,i
CCNc1nc(NCC)n2c(SC(C)C(=O)c3ccc(C)cc3)nnc2n1 (stereo not drawn),i,4.2,2.1,-17,0.3,1078,5,15,10,1379,i,0.7,586,13,51,-0.8%,-0.25,i
CCCCOc1ccc(CN(CCO)CCO)cc1[N+](=O)[O-],i,2.6,1.9,-11,0.2,501,-4,-8,8.4,1264,i,4.7,623,0,50,1.0%,-0.02,i
